UGM FP inh: inhibitors of M. tuberculosis UDP-galactopyranose mutase | purified UGM, fluorescence polarization probe displacement | inhibition, % at 10 µM | 320,000 compounds, 0.06% hits | AID 504406; in the data active means inhibition above about 10%, passing the limit was not always enough
Target sequence (P9WIQ1 whole entry, looked up): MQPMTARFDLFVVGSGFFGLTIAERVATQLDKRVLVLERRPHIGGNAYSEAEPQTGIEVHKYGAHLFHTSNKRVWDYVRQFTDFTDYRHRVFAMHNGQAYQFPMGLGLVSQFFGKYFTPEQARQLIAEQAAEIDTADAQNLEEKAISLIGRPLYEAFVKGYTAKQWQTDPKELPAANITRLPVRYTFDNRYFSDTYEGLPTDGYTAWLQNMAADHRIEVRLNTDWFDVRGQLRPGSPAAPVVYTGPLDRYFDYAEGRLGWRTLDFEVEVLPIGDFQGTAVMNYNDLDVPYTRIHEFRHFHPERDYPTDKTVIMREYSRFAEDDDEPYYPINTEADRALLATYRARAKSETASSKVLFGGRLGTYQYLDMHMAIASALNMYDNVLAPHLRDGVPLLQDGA
Vc quorum ag: induces V. cholerae light production without autoinducers. AID 588436. V. cholerae BH1578 lux reporter, luminescence, 6 h. 350,000 compounds, 0.16% hits. activation, % at 18.7 µM; in the data active means activation mostly above about 9.7%, no sharp cut-off; further: not every result past the cut was called active; inactives centre near 0; reference of the scale not given here
BioA inh: BioA (M. tuberculosis) enzyme inhibition; purified M. tuberculosis BioA enzyme, plate reader; inhibition, % at 9.99 µM; 360,000 compounds, 0.096% hits; AID 602481; in the data active means inhibition above about 40%
PfHsp40 rescue: compounds rescuing yeast from Plasmodium falciparum HSP40 toxicity | S. cerevisiae expressing PfHsp40, growth rescue, ATP luminescence | growth rescue, % at 12.5 µM | 340,000 compounds, 0.68% hits | AID 504582; in the data active means growth rescue above about 28%, passing the limit was not always enough;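 further: yeast W303a lacking pdr1 and pdr3 grown in galactose medium; growth measured after three days at 30 °C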
Y pestis TopoI: blocks Yersinia pestis topoisomerase I activity | 360,000 compounds, 0.064% hits | activity, % at 10 µM | Y. pestis Topo-I cleavage product accumulation, plate reader; in the data active means activity above about 50%, passing the limit was not always enough; further: inactives centre near 2
GDH-TPI counter: counter-screen for M. tuberculosis FBA inhibitors: GDH-TPI coupled enzymes | GDH-TPI coupled enzyme counterscreen, NADH absorbance | inhibition, % at 4.8 µM | 360,000 compounds, 1.2% hits | AID 588335; in the data active means inhibition above about 30%;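 further: 0% = DMSO wells and 100% = wells lacking the enzyme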
FadD28 FP inh: blocks FadD28 binding to the bisubstrate probe; fluorescence polarization; AID 588549; inhibition, % at 12.5 µM; 360,000 compounds, 0.22% hits; in the data active means inhibition above about 8.5%, passing the limit was not always enough
FBA Mtb inh: inhibits M. tuberculosis FBA enzyme; P9WQA3; purified M. tuberculosis FBA, fluorescence read-out; inhibition, % at 1 µM; 360,000 compounds, 2.3% hits; in the data active means inhibition above about 27%;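 further: 0% = vehicle and 100% = reference inhibitor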
Target sequence (P9WQA3 whole entry, looked up): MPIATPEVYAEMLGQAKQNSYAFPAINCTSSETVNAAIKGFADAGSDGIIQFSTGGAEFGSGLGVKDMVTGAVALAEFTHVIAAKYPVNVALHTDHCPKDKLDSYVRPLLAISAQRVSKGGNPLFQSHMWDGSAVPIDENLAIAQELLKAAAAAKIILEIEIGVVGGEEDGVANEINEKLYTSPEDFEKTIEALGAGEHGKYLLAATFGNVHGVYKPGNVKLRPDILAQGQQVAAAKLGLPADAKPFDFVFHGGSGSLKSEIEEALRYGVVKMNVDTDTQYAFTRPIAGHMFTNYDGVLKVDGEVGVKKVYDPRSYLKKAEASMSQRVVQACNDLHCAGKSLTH
TcdB GH inh: TcdB glycohydrolase inhibition | P18177 | TcdB glycohydrolase enzymatic assay, plate reader | inhibition, % at 9.99 µM | 350,000 compounds, 0.24% hits; in the data active means inhibition above about 10%
The depositor's hits bear a star; i = inactive; . = not tested or not shown; & = joins results of further samples. Rows are unselected (roughly 4.6% active in at least one column).

Structure,UGM FP inh,Vc quorum ag,BioA inh,PfHsp40 rescue,Y pestis TopoI,GDH-TPI counter,FadD28 FP inh,FBA Mtb inh,TcdB GH inh
CC1Cc2ccccc2N1C(=O)COC(=O)CNC(=O)c1ccc(Br)o1 (centres undefined),-2.3,-0.4,-0.4,0.9,6.8,2.7,-0.9,4.3,.
COc1ccc(Cn2c(C)nnc2-c2cnn(C)c2N)cc1,-0.3,0.1,.,-0.2,4.2,-1.2,-1.6,2.4,0.9
COC(=O)c1cccc(NC(=O)CSc2ncn[nH]2)c1,2.6,i,0.5,-1.0,-3.8,-1.9,-1.0,-4.3,.
Nc1cc(-c2cccc(F)c2)nn1S(=O)(=O)c1cccc2nsnc12,2.7,-0.2,6.1,0.8,-12.1,-0.5,1.7,3.6,-5.4
CCNC(=O)c1ccc(-n2nc(C)cc2-c2ccccc2)cc1,-1.6,-0.2,.,-0.4,2.2,-11.9,-2.9,-4.0,.
O=C(N/N=C\c1ccc(Cl)cc1Cl)c1sccc1-n1cccc1,-0.2,-0.6,-0.4,6.0,21.1,9.2,-3.8,3.4,.
COCCCNC(=O)c1ccccc1NS(=O)(=O)c1ccc(C)cc1,-1.0,i,-0.9,-0.3,2.6,-1.3,-1.8,3.5,.
Cc1oc(-c2ccoc2)nc1CN(CC1CCC(=O)N1)C(C)C (centres undefined),1.3,4.2,-3.1,-1.7,5.2,-0.3,1.1,7.2,.
Cn1cccc1Cc1nnc(SCC(=O)Nc2ccccc2)n1-c1ccc(F)cc1,-1.7,-0.2,-5.5,2.1,-2.1,5.9,0.3,4.8,0.3
Cc1cc(C)nc(/N=C(\N)Nc2ccc(C(C)C)cc2)n1,-0.6,2.5,-0.7,-1.0,18.9,4.8,-1.7,-3.7,0.5
O=C(c1ccccn1)N(Cc1ccco1)C1(C(=O)NC2CCCC2)CCCCC1,3.0,-1.4,.,-1.0,4.1,11.0,-1.5,0.7,.
Cc1ccc(N2Cc3ccccc3C2=O)cc1,-0.4,-1.2,-0.3,-1.1,8.5,-3.1,-2.4,1.0,0.1
O=C(Nc1ccccc1N1CCCC1)c1cc(Cl)ccc1Cl,-1.1,-3.0,.,0.5,-1.4,5.2,-2.1,-3.1,0.3
Cc1occc1-c1nnc(SCC(=O)N2CCN(c3ccc(F)cc3)CC2)n1C,1.5,-1.0,2.8,0.6,-4.5,1.8,-1.9,-3.1,.
Cc1ccc(C)c(C(=O)COC(=O)CN2C(=O)C3C4CCC(C4)C3C2=O)c1 (centres undefined),1.6,-0.6,-0.5,1.0,2.4,3.1,-2.8,5.7,-0.3
COc1cccc(-n2nc(C(=O)O)c3ccccc3c2=O)c1,-1.9,i,.,0.4,-4.7,9.0,-0.9,1.8,.
Cc1ccc(NCCCCO)cc1C,2.8,-0.5,0.4,-1.1,2.8,-2.5,-3.4,-5.7,-0.9
O=C(NC1CCCC1)C(c1ccccc1F)N(C(=O)Cc1cccs1)c1ccc2c(c1)OCCO2 (centres undefined),0.2,i,.,-0.6,8.1,2.8,0.5,-0.3,-0.8
O=C1OC(c2ccc3c(c2)OCO3)=N/C1=C\c1ccc(C(=O)O)cc1,-1.1,-0.5,-1.1,-3.1,-0.1,4.7,1.0,0.8,0.3
CCOc1ccc2nc(SCC(=O)N(C)C3CCS(=O)(=O)C3)[nH]c2c1 (centres undefined),-0.4,-0.4,0.0,0.4,2.6,-3.5,0.2,3.1,.

Next section.
Structure,UGM FP inh,Vc quorum ag,BioA inh,PfHsp40 rescue,Y pestis TopoI,GDH-TPI counter,FadD28 FP inh,FBA Mtb inh,TcdB GH inh
Cc1c(C)c2ccc(OCC(=O)N3CCC(C(=O)O)(c4ccccc4)CC3)c(C)c2oc1=O,1.8,-0.5,12.7,1.3,5.5,9.0,-1.6,99.2*,-5.3
CCn1c(SCc2nc3ccccc3[nH]2)nnc1-c1cccnc1,-2.2,-1.8,.,-1.4,-10.5,4.2,-3.4,-1.0,.
O=c1c2c(nc3c(-c4ccc(Cl)cc4)c[nH]n13)CCCC2,1.7,0.3,7.8,0.1,-2.6,17.4,-2.9,17.0,.
C=CCNC(=S)N1CCN(c2cc3c(cc2F)c(=O)c(C(=O)O)cn3CC)CC1,2.3,i,.,-0.2,-4.8,8.1,-2.2,4.5,0.2
Cc1ccc(N2C(=O)NC(=O)/C(=C\c3cnc(-c4ccccc4)nc3)C2=O)cc1,-3.5,-0.3,.,1.2,3.5,-0.7,-0.2,1.0,-2.1
O=C(CCNC(=O)c1ccco1)Nc1ccc(C(F)(F)F)cc1,-0.9,-0.5,1.0,1.1,-8.4,6.7,-0.2,3.7,0.1
COc1ccc(-c2nnc(SCc3nnc(-c4cccs4)o3)n2CC2CCCO2)cc1 (centres undefined),3.5,i,9.8,-1.4,6.0,11.1,-2.5,-4.7,0.4
COc1ccc(NS(=O)(=O)c2cn(C)c(=O)n(C)c2=O)c(OC)c1,-1.5,0.0,0.1,-0.3,2.3,9.1,0.1,0.5,0.3
O=C(COc1ccc(Br)cc1)N1CCN(C2CCCC2)CC1,1.6,i,1.5,0.0,21.9,6.0,-0.7,33.2*,.
O=CN1CCN(C2CC(=O)N(c3ccc(Br)cc3)C2=O)CC1 (centres undefined),-1.2,-0.3,0.5,0.8,-3.2,-2.3,-0.9,3.6,.
Nc1ccc(Oc2ccc3nc(-c4ccccc4)c(-c4ccc([N+](=O)[O-])cc4)nc3c2)cc1,-2.9,0.5,-4.4,-1.0,-8.9,7.6,-0.1,8.6,.
CC12CCC(=O)N1C(C(=O)Nc1cccc(S(=O)(=O)N3CCCCCC3)c1)CS2 (centres undefined),1.9,i,-3.0,-1.4,3.0,7.0,-0.7,3.2,-3.8
O=C(N[C@@H](Cc1ccccc1)C(=O)OCc1ccccc1)c1nc[nH]c1C(=O)N1CCN(c2ccccc2)CC1,6.7,i,-1.8,0.0,-3.7,10.3,-1.5,5.2,0.7
CCOc1ccc(C(=O)C(C)OC(=O)Cn2c(C)csc2=O)cc1 (centres undefined),1.3,-2.0,.,-0.1,-4.6,8.6,0.2,4.2,2.0
Cn1c(SCC(=O)NCc2ccc(F)cc2)nc2ccccc21,2.6,-0.2,-3.4,4.0,2.0,-7.2,-3.9,-0.1,.
C[n+]1ccc(-c2ccccc2)c2ccccc21,-1.9,i,0.8,-0.6,3.4,14.8,-1.5,142.7*,0.5
C[C@@H]1CN([C@@H](C)CO)C(=O)CCCn2nncc2CO[C@@H]1CN(C)S(C)(=O)=O,.,-0.4,-2.1&1.1,.,2.0,4.7,-3.0,-2.3,-1.4&0.9
COc1ccc(-c2c(C)nn3c(-c4ccccc4)cc(C)nc23)cc1,5.4,0.5,-0.1,-0.5,4.9,4.0,2.1,0.5,0.9
Fc1ccc(-c2n[nH]c(=S)n2CC2CCCO2)cc1 (centres undefined),3.7,i,1.8,0.1,-5.0,6.0,-1.8,4.5,.
O=C1C=C(Nc2ccccc2)C(=O)c2ccccc21,-1.8,-0.1,0.3,24.0,-7.7,-5.9,-0.8,-2.8,0.3

Structures shown so far containing a COOH group, in the order listed:
Structure,UGM FP inh,Vc quorum ag,BioA inh,PfHsp40 rescue,Y pestis TopoI,GDH-TPI counter,FadD28 FP inh,FBA Mtb inh,TcdB GH inh
COc1cccc(-n2nc(C(=O)O)c3ccccc3c2=O)c1,-1.9,i,.,0.4,-4.7,9.0,-0.9,1.8,.
O=C1OC(c2ccc3c(c2)OCO3)=N/C1=C\c1ccc(C(=O)O)cc1,-1.1,-0.5,-1.1,-3.1,-0.1,4.7,1.0,0.8,0.3
Cc1c(C)c2ccc(OCC(=O)N3CCC(C(=O)O)(c4ccccc4)CC3)c(C)c2oc1=O,1.8,-0.5,12.7,1.3,5.5,9.0,-1.6,99.2*,-5.3
C=CCNC(=S)N1CCN(c2cc3c(cc2F)c(=O)c(C(=O)O)cn3CC)CC1,2.3,i,.,-0.2,-4.8,8.1,-2.2,4.5,0.2

(continued)
Structure,UGM FP inh,Vc quorum ag,BioA inh,PfHsp40 rescue,Y pestis TopoI,GDH-TPI counter,FadD28 FP inh,FBA Mtb inh,TcdB GH inh
COc1ccc(N(CC(=O)NC2CC3CCC2C3)S(=O)(=O)c2ccc(C)cc2)cc1OC (centres undefined),1.1,-0.4,0.3,-1.6,34.9,-7.8,-0.3,1.7,1.6
COc1ccc(-c2ocnc2C(=O)NCc2nn(-c3ccccc3)nc2C)cc1,0.0,-0.4,.,0.3,15.6,-7.5,-0.2,26.9,0.2
CC(=O)OC[C@@H]1CN(Cc2ccccc2)C[C@H](n2cnc3c(NC(C)C)ncnc32)O1,.,i,0.2,.,1.6,4.5,-3.1,-1.6,0.9
O=S1(=O)CC(N2CCCC2)CN1C1CCCC1 (centres undefined),.,.,0.5,.,.,.,-1.1,1.4,1.1
C#CC(C)OC(=O)C(C)NC(=O)c1ccccc1 (centres undefined),0.1,-0.6,-0.2,-1.1,-0.1,0.4,0.0,1.4,0.0
Cc1cccnc1NC(=O)c1ccc(Cl)c(S(=O)(=O)N2CCCCCC2)c1,1.3,2.9,0.7,1.1,9.0,-7.7,-0.5,1.9,2.3
CCOc1cccc2cc(C(=O)NCc3ccc(Cl)cc3)c(=N)oc12,-1.5,i,-1.5,0.6,6.7,2.7,-2.0,-0.6,0.4
COC(=O)c1ccc(-n2nnnc2SCC(=O)N2CCCCC2)cc1,0.0,-0.2,-0.4,-1.2,-0.1,-2.9,-2.1,0.4,.
CCOc1ccccc1OCCCC(=O)Nc1ccc(OC)nc1,-1.2,-0.4,0.6,0.0,4.3,-7.1,-3.8,-0.6,.
COc1c(F)c(F)c(C(=O)Nc2ccc(N3CCN(C(C)=O)CC3)c(Cl)c2)c(F)c1F,.,-0.2,0.2,0.8,3.6,8.1,0.1,-0.3,.
CN1CCN(S(=O)(=O)c2ccc(NC(=O)C3CCCCC3)cc2)CC1,1.7,2.4,-1.8,-1.1,11.1,-7.8,1.0,-1.2,.
CCOc1ccccc1NC(=O)Nc1ccon1,0.3,-0.3,-1.7,-0.6,3.3,-6.2,-2.9,-0.7,1.7
CC1CCCCN1c1nnc(N)s1 (centres undefined),4.1,-0.9,-1.3,-1.2,-0.5,9.2,-2.3,0.8,.
CC(C)(C)c1ccc(NC(=O)N2CCN(c3ccc([N+](=O)[O-])cn3)CC2)cc1,-4.4,-0.4,.,2.4,0.2,15.1,-3.4,-2.4,0.0
COCCn1c(SCc2nc3ccccc3c(=O)[nH]2)nnc1-c1ccncc1,.,-0.2,3.7,0.0,4.5,16.1,0.4,-0.9,.
CCCCn1c(N)c(N(Cc2ccccc2OC)C(=O)C(C)C)c(=O)[nH]c1=O,3.4,i,-2.2,-1.4,-2.5,1.3,-1.0,1.7,0.6
COc1ccccc1N1CCN(CCCNc2c(C)c(=O)n(C)c(=O)n2C)CC1,-2.0,i,1.1,0.8,0.3,5.3,-0.6,1.0,-3.9
CCS(=O)(=O)N1Cc2ccccc2CC1C(=O)Nc1nc2ccc(C)cc2s1 (centres undefined),-0.5,2.4,-1.5,0.2,-5.1,7.5,-4.2,1.4,0.1
COc1cc(S(=O)(=O)NCc2ccccc2)ccc1-n1cnnn1,-1.5,-0.4,1.3,0.5,-6.0,-6.2,0.8,0.9,0.2
NC(=O)c1ccc(NC(=O)COC(=O)CCCN2C(=O)c3cccc4cccc(c34)C2=O)cc1,-1.5,-0.2,.,0.0,15.0,17.1,-1.4,9.9,0.4

Following part.
Structure,UGM FP inh,Vc quorum ag,BioA inh,PfHsp40 rescue,Y pestis TopoI,GDH-TPI counter,FadD28 FP inh,FBA Mtb inh,TcdB GH inh
Nn1c(SCC(=O)Nc2ccc3c(c2)OCCO3)nnc1-c1cccnc1,2.6,.,-0.2,-1.8,-4.0,-1.7,-1.4,1.2,0.7
CCCSc1nnc(Cc2cc(=O)[nH]c(=O)[nH]2)n1-c1cc(C)ccc1C,1.8,i,.,-1.7,-7.9,1.2,-3.3,-2.4,.
CN(C(=O)Nc1ccc(Cl)cc1Cl)C1CCCC1,-0.1,i,.,0.6,-1.2,2.2,0.2,1.0,0.9
COC(=O)CNC(c1ccccc1)c1cc(C)ccc1NS(=O)(=O)c1ccc(C)cc1 (centres undefined),-1.5,-0.2,.,0.2,-0.3,4.4,0.8,1.6,.
CCCCNc1c(N2CCN(C(=O)OCC)CC2)c(=O)c1=O,0.2,.,1.4,-0.6,5.0,5.3,-2.3,-1.6,-0.2
